Compound activity (PubChem)
SW480 rerep: A quantitative high throughput screen for small molecules that induce DNA re-replication in SW480 colon adenocarcinoma cells; SW480 DNA re-replication, Hoechst DNA content imaging, 48 h; Potency, µM (highest dose often 46.1 µM), without a hit: at the highest dose re-replication activation, hits mostly activators; actives 1.8% (n = 340,000); AID 624297, 2012; also: % of control where 0% means no effect; nearly all actives have a fitted effect of over 55% in size
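Image-based read-out: total Hoechst fluorescence of nuclei (405 nm excitation, 500-530 nm emission), with hits raising the fraction of high-intensity nuclei. SW480 colon cells incubated 48 hr with compounds at 37 C.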
HT1080 IDH1KD tx: qHTS for induction of synthetic lethality in tumor cells producing 2HG: qHTS for the HT-1080-IDH1KD cell line; actives 2% (n = 360,000); HT-1080 IDH1 knockdown viability, ATP luminescence, 48 h; Potency, µM (series often up to 46.1 µM), without a hit: at the top dose activity, negative = toxicity, most hits filed as cytotoxic; AID 686971, 2013;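 also: 0% = DMSO wells and -100% = cell-free medium wells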
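Knockdown cells (IDH1KD HT-1080) received compounds 2 h after plating at 750 cells/well and were kept 48 h at 37 °C in 5% FBS RPMI. A CellTiter-Glo luminescence read gave % activity for curve fitting.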
KB-V1 MDR tox: qHTS assay for MDR1-selective chemotherapeutics: Primary screen using the drug-selected MDR subline cells KB-V1 | AID 1347076, 2019 | KB-V1 MDR cells viability, CellTiter-Glo, 72 h | Potency, µM (doses to about 46.1 µM), without a hit: at the top dose activity change, negative = cytotoxicity, most hits filed as cytotoxic | actives 3.4% (n = 400,000); also: % is scaled to controls: 0 for no effect and ±100 for the full control effect; nearly all actives have a fitted effect of over 60% in size
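Cytotoxicity via CellTiter-Glo luminescence after 72 h compound exposure at 37 degrees C. Cells: drug-selected KB-V1 line, DMEM phenol-red free plus 10% FBS. Compounds tested at multiple concentrations; normalized data fitted to concentration-effect curves.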
KB-3-1 cytotox: qHTS assay for MDR1-selective chemotherapeutics: Primary screen using the parental adenocarcinoma cell KB-3-1; KB-3-1 viability, CellTiter-Glo ATP luminescence, 72 h; actives 1.4% (n = 400,000); Potency, µM (doses to about 46.1 µM), for the others: at the top dose activity change, negative = cytotoxic, hits mostly cytotoxic; also: % is scaled to controls: 0 for no effect and ±100 for the full control effect; nearly all actives have a fitted effect of over 60% in size
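Cells are dispensed, compounds pinned in, plates held at 37 °C for 72 h, then CellTiter-Glo is added and luminescence read after 10 minutes. Cell line: parental KB-3-1 in phenol-red-free DMEM, 10% FBS.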
TDP43 rescue: qHTS of TDP-43 Inhibitors | Potency, µM (titrated, usually from 46.1 µM), for inactives: top-dose growth rescue (activation), usual class: activators | AID 652104, 2013 | actives 1.8% (n = 410,000) | TDP-43 expressing yeast growth rescue, BacTiter-Glo, 24 h; also: % of control where 0% means no effect; nearly all actives have a fitted effect of over 50% in size
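Yeast expressing TDP-43 (pregrown in raffinose, seeded at OD600=0.02 in galactose medium) exposed to compounds 24 hr at 30 deg C. Growth read by BacTiter-Glo luminescence; rescue of toxicity appears as increased signal.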
GLP1R cytotox: qHTS of GLP-1 Receptor Inverse Agonists: Cytotox Screen; Potency, µM (top dose mostly 38.3 µM), without a hit: at the top dose activity change, negative = inhibition, usual class: inhibitors; HEK293 cAMP-luciferase reporter cells, luminescence, 24 h; actives 0.13% (n = 410,000); AID 624418, 2012;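 also: loss of luciferase light is scored as toxicity; % is scaled to controls: 0 for no effect and ±100 for the full control effect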
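Cells in DMEM/10% Nu serum/1% pen-strep, 1536-well format. Pre-incubated 12 h, dosed with 23 nL compound, incubated a further 24 h. Luciferase detection, 12 min at room temp, luminescence.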
HT1080-NT tox: qHTS for induction of synthetic lethality in tumor cells producing 2HG: qHTS for the HT-1080-NT fibrosarcoma cell line; HT-1080-NT fibrosarcoma viability, CellTiter-Glo ATP luminescence, 48 h; actives 1.6% (n = 360,000); Potency, µM (series often up to 46.1 µM), inactives show at the top dose activity, negative = less viability, most hits filed as cytotoxic;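 also: NT is the 2HG producing partner of a matched IDH1 knockdown line; 0% = DMSO-treated cells and -100% = media-only wells without cells; nearly all actives have a fitted effect of over 55% in size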
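Compounds were tested in concentration-response format on HT-1080-NT cells for 48 hours at 37 degrees C. Cell viability came from CellTiter-Glo luminescence; curves were classified by r2, response magnitude and activity.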
GLP-1R agonist: qHTS of GLP-1 Receptor Agonists; Glucagon-like peptide 1 receptor (Homo sapiens), P43220; HEK293 GLP-1R CRE-luciferase, luminescence, 4-6 h; cells express a hypersensitive GLP-1R form; Potency, µM (doses to about 45.6 µM), for inactives: at the top dose activation, actives largely listed as activators; actives 0.007% (n = 380,000); also: % of control where 0% means no effect
Target sequence (P43220 whole entry, looked up): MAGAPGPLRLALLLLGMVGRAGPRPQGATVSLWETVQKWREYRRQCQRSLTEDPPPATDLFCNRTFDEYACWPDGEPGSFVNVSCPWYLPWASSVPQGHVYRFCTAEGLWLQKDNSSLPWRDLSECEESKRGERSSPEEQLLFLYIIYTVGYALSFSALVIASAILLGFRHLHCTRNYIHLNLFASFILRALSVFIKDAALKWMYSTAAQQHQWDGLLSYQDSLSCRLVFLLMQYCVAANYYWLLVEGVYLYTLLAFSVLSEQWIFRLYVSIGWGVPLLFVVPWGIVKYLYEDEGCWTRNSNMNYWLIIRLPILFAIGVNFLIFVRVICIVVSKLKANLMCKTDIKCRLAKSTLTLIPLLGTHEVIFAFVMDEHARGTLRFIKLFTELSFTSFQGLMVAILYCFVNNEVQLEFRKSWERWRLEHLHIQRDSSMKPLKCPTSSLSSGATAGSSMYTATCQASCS
GLP-1R inv ag: qHTS of GLP-1 Receptor Inverse Agonists (Inhibition Mode). Glucagon-like peptide 1 receptor (Homo sapiens), P43220. actives 1.6% (n = 410,000). HEK293 GLP-1R CRE-luciferase, luminescence, 24 h; GLP-1R form is constitutively active. Potency, µM (highest dose often 38.3 µM), for the others: top-dose activity change, negative = inhibition, usual class: inhibitors; also: % is scaled to controls: 0 for no effect and ±100 for the full control effect; nearly all actives have a fitted effect of over 55% in size
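Constitutively active GLP-1R drives a cAMP-responsive luciferase in stably transfected HEK293 cells; test compounds are added after overnight (12 h) attachment and left 24 hr, and signal loss in luminescence marks inhibition.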
Numbers without * were called inactive; ? = inconclusive; . = no result given; & = joins results of further samples; [ ] = dose if it differs, or a comment. Calls follow the shape of the dose curve; as a rule, active = well fitted curve in the direction sought with a large enough effect; inconclusive = small, poorly fitted or top-dose-only effect, or another doubt; inactive = no such curve, though single readings can be large; an effect the other way counts as inactive or inconclusive. Potency is read from the fitted curve at half-maximal effect. Not a hit list, and some 9.4% of all compounds hit somewhere here.

SMILES | SW480 rerep | HT1080 IDH1KD tx | KB-V1 MDR tox | KB-3-1 cytotox | TDP43 rescue | GLP1R cytotox | HT1080-NT tox | GLP-1R agonist | GLP-1R inv ag
Cc1ccnc(NC(=O)Nc2ccc(Br)cc2Cl)c1 | 21% | -5% | -14% | -15% | 10% | -3% | -4% | 12% | 12%
CCc1nnc(NC(=O)c2ccc(-c3ccccc3Cl)o2)s1 | -16% | 7% | -7% | 5% | 8% | -1% | 10% | 6% | 0%
C=CCN1C(=O)C(=O)N(CC(=O)NCC(=O)Nc2ccc(F)c(F)c2F)C1=O | -14% | 0% | 22% | 0% | 14% | -8% | -3% | 5% | -12%
O=C1C(=O)N(CCS(=O)(=O)c2ccccc2)c2ccc(Cl)cc21 | ? | ? | -22% | 16µM* | 11% | -39% | ? | 0% | ?
Cc1nn(CC(=O)Nc2ccccc2C(F)(F)F)c(=O)c2cccn12 | -3% | 20% | 19%&4% | 13%&1% | 16%&9% | -10%&2% | 4% | 2% | 13%&7%
C=CC[C@@H](Cc1ccc(F)cc1)C(=O)OC[C@@H]1CCCN1C(=O)[C@@H](CC=C)CC(=O)N[C@@H](CO)Cc1ccccc1 | -4% | -1% | -10% | 9% | 0% | -18% | -2% | 17% | ?
Cc1cc(C)c(-c2csc(-c3cc4ccccc4oc3=O)n2)cc1C | . | . | 8% | 16% | 13% | 10% | . | . | 7%
NC(N)=NC1=NC(=O)C(Cc2ccccc2Cl)S1 (stereo not given) | -7%[9.22 µM] | 1% | 0% | 9% | 1% | 5% | 8% | 5% | 3%
COc1ccc2[nH]c(O)c(N=NC(=O)Cc3cccs3)c2c1 | ? | -9% | -18% | -19% | 8% | -11% | 0% | 19% | 11%
CN(C(=O)c1ccc(NC(=O)C2CCCN(C(=O)OC(C)(C)C)C2)cc1)C1CCC1 (stereo not given) | ? | -1% | -14% | -2% | 3% | 1% | -2% | 7% | 10%
O=C(/C=C/c1ccc(Cl)cc1)N(c1ccccn1)C1CCCCC1 | 0% | -12% | -6% | 2% | ? | -14% | -17% | -1% | ?
O=[N+]1C2=C(CCCC2)N([O-])C12CCCC2 | -6% | -11% | 1% | 6% | -12% | -7% | 3% | -4% | 26%
O=C(CCCc1nc(-c2ccc(Cl)cc2)no1)NCC1CCCO1 (stereo not given) | -17% | -6% | 13µM* | 10µM* | 5% | -3% | -13% | 6% | -13%
CC(=O)Nc1ccccc1NS(=O)(=O)c1ccccc1[N+](=O)[O-] | 4% | 0% | ? | 7% | -10% | -1% | -1% | -5% | 16%
O=C(CSc1nccc(=O)[nH]1)c1c[nH]c2ccccc12 | 1% | 3% | -7% | -10% | 3% | 0% | -3% | 3% | 11%
O=C(NCCCCc1ccccc1)C12CN(Cc3ccccc3)CC1C(c1cccc([N+](=O)[O-])c1)=NO2 (stereo not given) | ? | 12% | -18% | 0% | -10% | 11% | -12% | 3% | ?
CC(=O)n1cc(/C=N/NC(=O)c2sc(C)nc2C)c2ccccc21 | ? | ? | 0% | ? | 25% | -14% | -24% | 5% | 1%
Cc1cccc(N(Cc2ccc(Cl)cc2)S(C)(=O)=O)c1 | -15% | -16% | -16% | -17% | 0% | -14% | -11% | 11% | ?
COc1ccc(/C=N/NC(=O)c2cccc(C(F)(F)F)c2)cc1 | -2% | 28% | 8% | 10% | 14% | -5%[0.307 µM] | ? | -20% | 17%[0.307 µM]
CN(C)S(=O)(=O)c1ccc(Cl)c(NC(=O)CSc2nc3c(cc2C#N)C(=O)CC(C)(C)C3)c1 | ? | -23% | 0% | 0% | 7% | 6% | -20% | 7% | 8%
O=c1[nH]c2c(s1)C(c1ccc(O)cc1)C1C3CCC(C3)C1S2 (stereo not given) | -2% | 0% | 14% | 17% | 20% | -16% | 3% | -4% | ?
Cn1nc(C(=O)OCC(=O)c2ccccc2)c2ccccc2c1=O | 0% | 7% | 0% | 4% | 9% | -11% | 4% | -25% | 25%
CCc1nn(-c2ccccc2)c(N)c1-c1ccc(OC)c(OC)c1 | -8% | -17% | 11% | 2% | 29% | 2% | 2% | 9% | -8%
CC(=O)N(c1ccc2oc(=O)sc2c1)S(=O)(=O)c1ccc(C)cc1 | 25% | -12% | ? | -3% | -10% | 3% | -12% | 0% | ?
O=C(Cn1cc2c(n1)CCCCC2)Nc1ccccc1Cl | 2% | -9% | 7% | 3% | ? | -1% | 18% | 19% | ?
O=[N+]([O-])c1cccc(S(=O)(=O)Nc2cccc(-c3ccc(N4CCCC4)nn3)c2)c1 | 0% | -11% | ? | 0% | 10% | 14% | -11% | -10% | 4%
Cc1ccc2nsnc2c1NS(=O)(=O)c1c(C)ccc2nsnc12 | 1% | 0% | 13% | 9% | 3% | -22% | -6% | -7% | -7%
Cc1ccc(NCC(=O)Nc2cccc(F)c2)cc1S(=O)(=O)N1CCCCCC1 | -1% | ? | -14% | ? | 16% | 62%[activator] | ? | 11% | ?
CCN(CC)C(=O)Cn1cnc2sc(C(=O)N3CCN(Cc4ccc5c(c4)OCO5)CC3)c(C)c2c1=O | 5% | 2% | -21% | -23% | -22% | 1% | -1% | 4% | -8%
CCOC(=O)C1CCCN(C2CCN(Cc3nc(-c4ccccc4)no3)CC2)C1 (stereo not given) | 5% | 0% | 4% | 19% | -14%[9.22 µM] | 0% | 5% | 11% | -12%

By substructure, the entries above containing an aryl thioether with sulfur outside any ring
SMILES | SW480 rerep | HT1080 IDH1KD tx | KB-V1 MDR tox | KB-3-1 cytotox | TDP43 rescue | GLP1R cytotox | HT1080-NT tox | GLP-1R agonist | GLP-1R inv ag
O=C(CSc1nccc(=O)[nH]1)c1c[nH]c2ccccc12 | 1% | 3% | -7% | -10% | 3% | 0% | -3% | 3% | 11%
CN(C)S(=O)(=O)c1ccc(Cl)c(NC(=O)CSc2nc3c(cc2C#N)C(=O)CC(C)(C)C3)c1 | ? | -23% | 0% | 0% | 7% | 6% | -20% | 7% | 8%

(cont.)
SMILES | SW480 rerep | HT1080 IDH1KD tx | KB-V1 MDR tox | KB-3-1 cytotox | TDP43 rescue | GLP1R cytotox | HT1080-NT tox | GLP-1R agonist | GLP-1R inv ag
O=S(=O)(NC1CCCCCC1)c1cccc(Cl)c1 | -4% | -18% | -8% | -1% | -2% | -6% | -6% | 12% | ?
C#CCn1ccc(O)c(Cc2c(F)cccc2Cl)c1=O | -6% | 0% | ? | 10% | -29%[0.397 µM] | -3% | 7% | -1% | ?
CCC1(C)COC(c2ccc3c(c2)OCO3)OC1 (stereo not given) | 5% | -12% | 25% | 0% | 22% | -2% | -6% | 2% | -10%
Cc1cc(NC(=O)CSc2nnc(COc3ccccc3)n2Cc2ccco2)no1 | 8% | 8% | -7% | -7% | -11% | 5% | 2% | -8% | 1%
O=C(Nc1cnccn1)c1ccncc1 | 0% | -11% | -1% | -1% | -21% | 8% | -2% | 2% | 0%
CC(C)Oc1ccccc1C1CC(=O)Nc2cc3c(cc21)OCO3 (stereo not given) | ? | 1.8µM* | 1.3µM* | 2.6µM* | ? | -31% | 3.7µM* | 19% | 0%
Cc1cn([C@H]2C[C@H](O)[C@@H](CCC(=O)NCc3ccccc3)O2)c(=O)[nH]c1=O | 14% | 5% | -3% | 0% | 13% | 7% | 10% | -3% | 12%
O=C(CCC(=O)Nc1ccccc1Cl)NNC(=O)NC1CCCCC1 | 6% | -2% | 17% | 18% | -17% | 0% | -4% | 4% | 5%
Cc1c(NC(=O)COC(=O)C23CC4CC(CC(Br)(C4)C2)C3)c(=O)n(-c2ccccc2)n1C | -2% | 15% | 4% | 7% | -1% | -6% | 6% | 5% | -2%
Cc1ccc2cc(/C=N/Nc3nc4ccccc4[nH]3)c(Cl)nc2c1 | 1% | -5% | -5% | ? | -4% | 6% | -15% | 10% | 21%
COc1cc2c(cc1OC)C(c1cccc(Cl)c1Cl)CC(=O)N2 (stereo not given) | -13% | -6% | -5% | 2% | 4% | -1% | -4% | 26% | -21%
COc1ccc(NC(=O)Nc2nc(C(N)CC(C)C)cs2)cc1 (stereo not given) | . | ? | 3% | 0% | 15% | 4% | ? | -2% | ?
C[C@H]1CN([C@@H](C)CO)C(=O)CCCn2cc(nn2)CO[C@@H]1CN(C)C(=O)NC1CCCCC1 | . | 19% | 8% | 0% | 23% | 3% | 14% | 8% | 24%
Cc1cccc(OCCCC(=O)O)c1C | 2% | 4% | 23% | 2% | ? | 15% | 3% | -8% | 10%
CCC1CCCCN1Cc1ccc(OC)c(OC)c1 (stereo not given) | 4% | -4% | ? | 6% | -9% | -1% | -3% | -7% | 1%
Cc1c(C(=O)OCC(=O)Nc2c(C)n(C)n(-c3ccccc3)c2=O)cccc1[N+](=O)[O-] | 4% | 8% | 0% | 2% | -4% | 7% | 14% | -4% | -1%
O=C(Cn1c(=O)n(Cc2ccccc2)c(=O)c2sc3ccccc3c21)Nc1ccccc1 | . | . | -10% | 10% | 21% | -10% | . | . | -8%
CN1CC(=O)N(C)c2ncn(Cc3ccccc3)c2C1=O | -6% | 13% | ? | 4% | 21% | 1% | 5% | -11% | 0%
Cc1ccc(NC(=O)C(C)Sc2nnc(-c3cccnc3)o2)cc1 (stereo not given) | -13% | 15% | 18% | 15% | 10% | 36% | 17% | -10% | 33%[activator]
